Screening results from PubChem.
FBW7 act = FBW7 E3 ligase activators, primary screen, biochemical, AlphaScreen, human; 650,000 compounds, 0.13% hits; F-box/WD repeat-containing protein 7 (Homo sapiens), Q969H0; normalized activity (activation), % at 26.1 µM; AlphaScreen FBW7–phospho-cyclin E peptide binding, activator screen; in the data active = normalized activity above about 1.9%;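 also: purified mutant Fbw7 with reduced substrate affinity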
MITF inh = MITF inhibitors, primary screen, biochemical, AlphaScreen, human; AlphaScreen MITF homodimerization, bead proximity signal; inhibition, % at 2.6 µM; Microphthalmia-associated transcription factor (Homo sapiens), O75030; 650,000 compounds, 0.91% hits; in the data active = inhibition above about 50%;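 also: 0% = vehicle wells with protein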
Target sequence (O75030 whole entry, looked up): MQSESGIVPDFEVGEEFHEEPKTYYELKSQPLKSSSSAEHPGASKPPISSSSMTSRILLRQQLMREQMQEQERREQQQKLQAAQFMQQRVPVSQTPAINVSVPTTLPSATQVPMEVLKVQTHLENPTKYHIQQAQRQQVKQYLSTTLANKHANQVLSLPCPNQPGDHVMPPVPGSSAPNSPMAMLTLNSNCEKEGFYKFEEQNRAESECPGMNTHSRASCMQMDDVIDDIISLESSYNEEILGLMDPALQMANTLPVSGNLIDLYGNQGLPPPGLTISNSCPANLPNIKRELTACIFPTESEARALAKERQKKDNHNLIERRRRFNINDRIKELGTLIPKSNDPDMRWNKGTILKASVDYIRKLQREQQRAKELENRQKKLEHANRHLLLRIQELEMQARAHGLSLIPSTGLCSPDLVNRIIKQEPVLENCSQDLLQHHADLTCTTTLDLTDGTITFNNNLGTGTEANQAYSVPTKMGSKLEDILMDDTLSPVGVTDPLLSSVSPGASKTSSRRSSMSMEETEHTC
GPR151 ag = activators of human GPR151, primary screen, cell-based, PathHunter beta-arrestin, luminescence. G-protein coupled receptor 151 (Homo sapiens), Q8TDV0. PathHunter beta-arrestin GPR151 cells. activation, % at 11.2 µM. 650,000 compounds, 1% hits; in the data active = activation above about 4.9%;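 also: 0% = median of compound wells and 100% = cells with positive control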
Target sequence (Q8TDV0 whole entry, looked up): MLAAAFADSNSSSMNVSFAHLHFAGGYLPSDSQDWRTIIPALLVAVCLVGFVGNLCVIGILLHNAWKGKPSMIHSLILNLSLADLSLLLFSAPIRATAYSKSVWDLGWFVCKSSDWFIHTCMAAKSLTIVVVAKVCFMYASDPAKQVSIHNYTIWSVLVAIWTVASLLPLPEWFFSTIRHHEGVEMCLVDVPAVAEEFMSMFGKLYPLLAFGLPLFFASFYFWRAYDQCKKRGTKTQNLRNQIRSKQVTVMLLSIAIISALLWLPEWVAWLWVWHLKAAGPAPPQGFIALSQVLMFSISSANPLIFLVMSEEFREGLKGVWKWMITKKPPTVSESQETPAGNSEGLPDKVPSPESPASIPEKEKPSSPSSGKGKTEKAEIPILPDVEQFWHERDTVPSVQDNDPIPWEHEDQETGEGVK
TEAD-YAP inh = TEAD-YAP interaction inhibition, primary screen, TEAD-YAP interaction inhibitor project, luminescence, HEK-TIYL cells. TEAD-Gal4/YAP UAS-luciferase luminescence. AID 1259422, 2018. 640,000 compounds, 1.4% hits. inhibition, % at 9.12 µM; in the data active = inhibition above about 32%;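 also: 0% = median of test compound wells and 100% = reference inhibitor wells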
The depositor's hits bear a star.

Screens in order: FBW7 act, MITF inh, GPR151 ag, TEAD-YAP inh
- O=C(NCc1ccccc1)c1csc(N2CCN(c3ccccn3)CC2)n1
→ -0.1, -2, -0.5, -6
- COc1ccc(Cc2cnc(NC(=O)CSc3nnnn3-c3ccccc3)s2)cc1
→ 0.0, 12, 0.4, 2
- Cc1cccc(NS(=O)(=O)c2cn(C)cn2)c1
→ 0.1, -11, 1.0, 1
- Cc1c(C(=O)C(N)=O)c2ccccc2n1C
→ -0.1, 6, -1.1, -2
- O=C(Nc1cccc(N2CCNC2=O)c1)C1CC12CCN(Cc1ccsc1)CC2 (stereo not given)
→ -0.1, -16, -0.8, 4
- COC(=O)COc1ccccc1NC(=O)CC(=O)c1ccccc1
→ 0.4, 13, -1.1, -5
- Cc1ccc(N2C(=O)CC(NCc3cccnc3)C2=O)cc1 (stereo not given)
→ -0.1, -11, -0.4, -1
- N#Cc1c(NC(=O)COC(=O)c2ccccc2NC(=O)c2ccco2)sc2c1CCCC2
→ 0.0, 3, -1.6, 5
- Cc1ccc(S(=O)(=O)N2CCOCC2)cc1C(=O)NCCCN1CCCC1=O
→ 0.4, 8, -1.0, 10
- O=c1[nH]cc(S(=O)(=O)N2CCCc3ccccc32)c(=O)[nH]1
→ -0.1, -6, -1.8, 1
- CCOC(=O)c1cn(C2CC2)c2cc(N)c([N+](=O)[O-])cc2c1=O
→ 1.0, 10, 0.4, 3
- O=C(Nc1c2c(nn1-c1ccc(Oc3ccccc3)cc1)CSC2)c1ccco1
→ -0.2, -8, 0.6, 10
- Cc1sc2nc(C3CC3)n3c(=O)n(CC(N)=O)nc3c2c1C
→ 0.9, 7, -0.4, 13
- Cc1cc(CSc2nc3ccccc3o2)c(C)cc1CSc1nc2ccccc2o1
→ 0.1, -13, -0.6, -1
- CN1CCCN(Cc2ccccc2Cl)CC1
→ 0.5, 26, 1.1, 0

Remaining list, next part.
Screens in order: FBW7 act, MITF inh, GPR151 ag, TEAD-YAP inh
- Cc1ccc(C(C)C)c(OCC(=O)Nc2ccc(C(=O)OC3CCCCC3)cc2)c1
→ -0.1, -6, -0.8, -30
- COc1ccc(N(CC(=O)NCCSCc2ccccc2Cl)S(C)(=O)=O)cc1
→ 0.0, 5, -0.7, -3
- COc1ccc(NC(=O)CS(=O)(=O)Cc2ccccc2)c([N+](=O)[O-])c1
→ 0.0, 9, 0.6, -4
- CC1=C(C(=O)OC2CCCCC2)C(c2cccs2)n2ncnc2N1 (stereo not given)
→ 0.0, 5, 0.5, -9
- O=C(NC1CCN(Cc2ccccc2)CC1)c1ccnc(-c2ccc3[nH]ccc3c2)c1
→ -0.2, 3, -0.5, 0
- COc1ccccc1/C=C1N=C(/C=C/c2ccc(Cl)cc2Cl)OC\1=O
→ -0.1, 24, -0.1, -11
- CCCCC(=O)Nc1ccc(C)cc1OC
→ 0.2, 10, 0.3, 6
- O=C(CSc1nnc(-c2ccccc2)n1Cc1ccco1)N1CCCC1
→ 0.1, 20, 1.2, 3
- O=C(CSc1nnc2sc3ccccc3n12)NCc1ccccc1
→ 0.0, 8, 0.5, 46*
- CCOC(=O)C1CCN(C2CC(=O)N(c3ccc(Br)cc3Br)C2=O)CC1 (stereo not given)
→ -0.2, 11, -0.9, -12
- Cc1cc2nc(Cc3ccc(F)c(F)c3)c(=O)n(C)c2cc1C
→ 0.1, 7, -1.1, -1
- CCCN1CNC(=S)N(c2ccccc2OCC)C1
→ -0.1, -6, 0.9, -3
- COCCNC(=O)c1c[nH]c2ccc(S(=O)(=O)N(C)c3ccccc3C)cc2c1=O
→ 0.0, -6, -0.6, 5
- Cc1sc(NC(=O)CSc2nnnn2C)c(C#N)c1C
→ -0.1, 7, -1.3, 0
- CCOc1ccc(NC(=O)CN2CCN(S(=O)(=O)c3cccc([N+](=O)[O-])c3)CC2)cc1
→ 0.0, -8, -2.6, 9

Carrying on:
Screens in order: FBW7 act, MITF inh, GPR151 ag, TEAD-YAP inh
- CC(NC(=O)c1cc2c(s1)CSC2)c1ccccc1 (stereo not given)
→ 0.0, -2, -0.6, 9
- Cc1ccc2cc(CCNC(=O)c3ccc(S(=O)(=O)N4CCCC4)cc3)c(=O)[nH]c2c1
→ 0.3, 17, -0.4, -15
- CCOC(=O)C1CCN(c2csc3ccc(F)cc3c2=O)CC1
→ 0.5, 3, -1.9, 9
- O=C(NCc1cccnc1)c1cc(S(=O)(=O)N2CCOCC2)ccc1Sc1ccc(Br)cc1
→ -0.3, 5, 1.1, 3
- O=C(CN1CCC(O)(c2cccc(F)c2)CC1)NCc1ccco1
→ 0.6, 19, 0.6, 0
- COc1cc(/C=C2\C(=O)NN(c3cccc(C(F)(F)F)c3)C2=O)cc(OC)c1OC
→ 0.0, -10, 1.5, 5
- O=C(NC1CC1)c1ccc(-c2ccc(C(=O)NCc3cccc(C(F)(F)F)c3)s2)cc1
→ 0.5, 4, 0.1, -1
- CC(C)COC(=O)Nc1nnc(Cc2cccs2)s1
→ 0.1, 1, 1.2, -44
- Cc1ccc(S(=O)(=O)N(CC(=O)Nc2ccccn2)c2cccc(Cl)c2)cc1
→ -0.1, 8, 1.2, -32
- CCn1c(SCC(=O)NC23CC4CC(CC(C4)C2)C3)nnc1-c1ccccc1
→ -0.2, 7, -1.8, 4
- CCC(=O)N1CCN(S(=O)(=O)c2ccc(C)cc2)C1C(C)C (stereo not given)
→ -0.1, -5, -0.5, -2
- COC(=O)c1ccc2c(c1)nc(SCc1cc(C(C)=O)ccc1OC)n1c3ccccc3nc21
→ -0.1, -4, -1.0, -9
- COc1ccc(C2Oc3ccccc3C3=C2C(c2cccs2)n2ncnc2N3)cc1 (stereo not given)
→ 0.2, 2, 1.6, 38*
- CNC(=O)c1cc2cc(Cl)ccc2oc1=O
→ 0.0, 7, -0.1, 8
- NS(=O)(=O)c1ccc(NC(=O)CN2CCOCC2)cc1
→ -0.2, -3, 0.7, -7

Other compounds follow:
Screens in order: FBW7 act, MITF inh, GPR151 ag, TEAD-YAP inh
- C=CCNC(=O)NC(=O)COC(=O)CC(NC(N)=O)c1ccc(Cl)cc1 (stereo not given)
→ 0.1, -3, 4.9*, 2
- Cc1ccc(S(=O)(=O)N(C)CC(=O)Nc2ccccc2C#N)cc1
→ 0.3, 19, 4.3, 10
- CCN(CC)S(=O)(=O)c1ccc(C(=O)Nc2sc3c(c2C(N)=O)CCN(C)C3)cc1
→ 0.0, -15, 0.0, 6
- COCC(=O)N1CCOc2nc3c(C)c(C)ccc3cc2C1
→ -0.1, -3, 0.5, -8
- CCN(CC)c1nc(NCc2cccnc2)nc(Nc2ccc(NC(C)=O)cc2)n1
→ 0.3, 18, -1.4, 4
- O=C(CCC1CCCCC1)N1CCN(c2ccc(Nc3ccncc3)nn2)CC1
→ -0.4, -14, -1.3, -12
- CCOC(=O)c1ccc(NC(=O)c2cn(C)c3c(=O)n(Cc4ccccc4)c(=O)[nH]c23)cc1
→ 0.0, -3, -0.2, -4
- CCOC(=O)c1ccc(NC(=S)N2CCC(O)(c3ccc(Br)cc3)CC2)cc1
→ 0.1, -3, 2.9, 1
- COc1ccc(/C=N/Nc2ccc3nnc(C)n3n2)c(OC)c1
→ 0.9, 17, -1.5, -6
- CN(Cc1ccccc1)S(=O)(=O)c1ccc(F)c(C(=O)Nc2ccccc2C(F)(F)F)c1
→ 0.4, -14, -2.2, 1
- Fc1ccccc1OCCCCN1CCNCC1
→ -0.1, 47, -0.3, 8
- COc1cccc(-n2nc(C(=O)Nc3cc(C)on3)c3ccccc3c2=O)c1
→ 0.3, 17, 2.2, 19
- O=C(CCc1nnc(C2(c3ccc(Cl)cc3)CCC2)o1)NCCc1cscn1
→ -0.1, -6, 0.9, 2
- O=C(NCCOc1ccccc1)c1ccc2nc(NC3CCN(Cc4ccccc4)CC3)sc2c1
→ -0.2, -2, -1.4, -66
- O=C(COc1ccc2ccccc2c1)NNC(=O)c1cccc(I)c1
→ 0.7, 12, -0.8, 7

Limited to FBW7 act, for four of the compounds above:
molecule | FBW7 act
COc1ccc(/C=N/Nc2ccc3nnc(C)n3n2)c(OC)c1 | 0.9
CN(Cc1ccccc1)S(=O)(=O)c1ccc(F)c(C(=O)Nc2ccccc2C(F)(F)F)c1 | 0.4
Fc1ccccc1OCCCCN1CCNCC1 | -0.1
COc1cccc(-n2nc(C(=O)Nc3cc(C)on3)c3ccccc3c2=O)c1 | 0.3

Further results:
Compound,FBW7 act,MITF inh,GPR151 ag,TEAD-YAP inh
COc1cccc(CSc2nc3c(sc4ncccc43)c(=O)n2Cc2ccccc2)c1,-0.2,-9,1.8,-2
CCOc1ccc(NC(=O)C2COc3ccccc3O2)cc1 (stereo not given),0.0,-6,1.5,-49
C/C(=N\Nc1ccc(S(=O)(=O)Nc2ccccc2)cc1[N+](=O)[O-])c1ccc(O)cc1,-0.1,3,1.5,5
O=C(NCCO)c1ccc2nc(NC3CCN(Cc4ccccc4)CC3)sc2c1,0.8,-9,-0.9,-31
CC(=O)c1c(OC(=O)c2ccccc2)ccc2c(C)cc(=O)oc12,0.0,10,-0.7,7
Cc1ccc2nc(-c3ccc(NC(=O)COc4ccc(Cl)c(C)c4)cc3)sc2c1,0.1,9,1.2,-4
Cc1ccc(C)c(S(=O)(=O)N2CCCC(c3nnc(CC(C)(C)C)o3)C2)c1 (stereo not given),0.1,8,0.3,5
CC(C)C[C@@H]1NC(=O)[C@@H]2C[C@H](NCc3nc4ccccc4s3)CN2C1=O,0.1,5,0.9,1
COc1ccc(C(=O)/C=C\Nc2ccc([N+](=O)[O-])cc2)cc1,-0.1,11,-0.1,-59
CC(C)(C)NC(=O)C(c1cccs1)N(C(=O)C(=O)NC1CCCC1)c1ccccc1F (stereo not given),0.0,-5,0.0,-13
Cc1nc2c(c(=O)[nH]1)CN(Cc1ccc(Cl)c(Cl)c1)CC2,-0.1,-2,-0.3,-9
CC1CCN(C(=O)CN2C(=O)NC3(CCc4ccccc43)C2=O)CC1 (stereo not given),0.1,25,-1.2,8

A different layout for part of the listing above:
COc1ccc(C(=O)/C=C\Nc2ccc([N+](=O)[O-])cc2)cc1
  FBW7 act: -0.1	MITF inh: 11	GPR151 ag: -0.1	TEAD-YAP inh: -59

CC(C)(C)NC(=O)C(c1cccs1)N(C(=O)C(=O)NC1CCCC1)c1ccccc1F (stereo not given)
  FBW7 act: 0.0	MITF inh: -5	GPR151 ag: 0.0	TEAD-YAP inh: -13

Cc1nc2c(c(=O)[nH]1)CN(Cc1ccc(Cl)c(Cl)c1)CC2
  FBW7 act: -0.1	MITF inh: -2	GPR151 ag: -0.3	TEAD-YAP inh: -9

Continuation:
Compound,FBW7 act,MITF inh,GPR151 ag,TEAD-YAP inh
CN(Cc1ccc2nsnc2c1)C(=O)CCc1nnc(Cc2ccc3c(c2)OCO3)o1,-0.1,-5,2.7,-22
CSC(=O)c1c(C(F)F)nc(C(F)(F)F)c(C(=O)S)c1CC(C)C,-0.1,4,0.1,13
Cc1ccc(N2C(=O)c3ccc(C(=O)OC4CC(C)CCC4C(C)C)cc3C2=O)cc1 (stereo not given),-0.2,-11,1.0,5
O=C(Cc1ccc(F)cc1)N1CCN(c2ccccc2F)CC1,0.4,10,1.6,3
Cc1c(C(=O)NC(C)C)oc2ccc(S(=O)(=O)N3CCC4(CC3)OCCO4)cc12,0.3,20,-1.0,5
CCOc1ccccc1NC(=O)N1CCCC1C(=O)Nc1ccc(NC(C)=O)cc1 (stereo not given),0.1,13,-0.9,-13
CS(=O)(=O)N1N=C(c2ccccc2)CC1c1cc2cc3c(cc2nc1Cl)OCO3 (stereo not given),-0.1,10,0.0,7
CCN=C1SC(C(=O)NC)CC(=O)N1CC (stereo not given),0.1,-11,-1.5,0
CC(=O)Nc1ccc(NCc2nn3cc(-c4ccc(C)cc4)c4c3n2CCCC4)cc1,0.0,0,-0.1,-6
CS(=O)(=O)N(CC(=O)NCc1ccncc1)Cc1ccc(Cl)cc1,-0.3,4,2.0,-2
Clc1ccc2nc(N3CCN(c4ccccc4)CC3)nc(-c3ccccc3)c2c1,0.0,6,0.5,5
COc1ccc(C)cc1S(=O)(=O)NCC(c1ccco1)S(=O)(=O)c1ccccc1 (stereo not given),0.2,-4,2.9,5

Following part:
Compound,FBW7 act,MITF inh,GPR151 ag,TEAD-YAP inh
O=C(O)c1ccc(NC(=S)NC(=O)c2ccc(F)cc2)cc1,0.1,0,-1.5,-2
O=C(c1csc2ccccc12)N1CCN(S(=O)(=O)c2ccccc2)CC1,-0.1,-9,2.2,11
Nc1c(C(=O)c2ccc(F)cc2)sc2nc3c(c(-c4ccccc4)c12)CCC/C3=C\c1ccccc1,1.0,5,0.2,9
CC(C)(C)c1cnnn1-c1ccc(-c2csc(N)n2)cc1,0.0,0,3.5,2
CC(NC(=O)Cn1c(=O)[nH]c2ccsc2c1=O)C12CC3CC(CC(C3)C1)C2 (stereo not given),-0.1,4,-0.1,-8
Cn1c(=O)oc2cc(S(=O)(=O)N3CCC(C(=O)O)CC3)ccc21,0.5,20,-1.5,3
C=CCNC(=O)CN(Cc1ccc(C)cc1)S(=O)(=O)c1ccc(C)cc1,0.3,8,-0.3,2
O=C(CCc1c[nH]c2ccccc12)Nc1ccc2c(c1)CN(Cc1nccs1)CC2,0.0,12,0.3,3
COc1ccccc1C(=O)NCC(=O)N1CCOC(c2ccccc2)C1 (stereo not given),-0.2,17,1.4,0
COc1ccc(NC(=O)c2cc(Br)ccc2I)cc1,0.0,-12,-1.3,11
CC(=O)c1ccc(NC(=S)NNc2ncc(C(F)(F)F)cc2Cl)cc1,-0.3,6,2.1,-15
O=Cc1cccn1CCCOc1ccc(Cl)cc1,-0.1,-19,-0.1,-68
Cc1cc(OCC(O)CN2CCCCC2)ccc1Cl (stereo not given),0.1,1,1.6,7
